H69AR growth 86K: proliferation blockers of H69AR lung cancer cells, primary screen, cell-based, human, 86K library; H69AR lung tumor viability, ATP luminescence, 72 h; active compounds read low; viability, % at 10 µM; 85,000 tested, 6% active; AID 598, 2007;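 active = viability at or below 40%; inactive = viability above 40%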;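 note: multidrug resistant small cell line overexpressing MRP-1 efflux transporter; 100% = mean luminescence of untreated control wells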
PostGolgi ctrl: growth inhibition of yeast control strain, primary screen, counter-screen for post-Golgi transport modulator project; efflux-deficient yeast background strain, growth absorbance A615, 16 h; inhibition, % at 10 µM; 98,000 tested, 5% active; AID 738, 2007; in the data active = inhibition above about 30%
sEH act: soluble epoxide hydrolase activators, primary screen, biochemical, human sEH | Bifunctional epoxide hydrolase 2 (Homo sapiens), P34913 | AID 717, 2007 | activation, % at 2 µM | purified human sEH enzymatic activity, activator screen | 91,000 tested, 0.04% active; in the data active = activation above about 37%; note: values of inactives mirror those of a sister screen read the other way
Target sequence (P34913 whole entry, looked up): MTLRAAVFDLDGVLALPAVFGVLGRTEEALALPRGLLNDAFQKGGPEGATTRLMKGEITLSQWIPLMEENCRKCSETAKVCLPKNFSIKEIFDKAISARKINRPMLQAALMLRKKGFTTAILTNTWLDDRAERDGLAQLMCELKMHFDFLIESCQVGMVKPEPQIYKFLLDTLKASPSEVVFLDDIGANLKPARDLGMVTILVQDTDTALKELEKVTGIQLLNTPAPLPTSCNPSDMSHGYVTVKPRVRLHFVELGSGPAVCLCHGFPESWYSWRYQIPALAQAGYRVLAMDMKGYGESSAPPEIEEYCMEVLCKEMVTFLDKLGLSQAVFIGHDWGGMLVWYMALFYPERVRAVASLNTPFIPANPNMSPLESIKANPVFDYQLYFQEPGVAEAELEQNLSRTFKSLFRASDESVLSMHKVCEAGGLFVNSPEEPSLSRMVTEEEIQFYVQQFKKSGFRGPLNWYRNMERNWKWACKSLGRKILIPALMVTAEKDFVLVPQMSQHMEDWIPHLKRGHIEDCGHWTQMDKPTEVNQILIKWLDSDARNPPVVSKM
Lung fibro prol: antiproliferative effect on LL 47 fibroblasts – human, LL 47 cells, CellTiter-Glo luminescence, primary screen | viability, % at 10 µM | LL 47 human lung fibroblast viability, ATP luminescence; active compounds read low | 85,000 tested, 1.1% active;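 active = viability at or below 50% in the single dose screen; inactive = viability above 50%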;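 note: compound exposure lasted 72 h before the ATP readout; 100% = median luminescence of untreated cell-only wells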
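Test system: LL 47 human lung fibroblasts / Incubation: 72 h compound exposure at 37 °C after overnight plating / Technique: luminescent ATP detection, CellTiter-Glo / Compound dosing: 0.1% DMSO in all compound wells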
S1P2 ag: S1P2 receptor agonists, primary screen, cell-based; activation, % at 4.5 µM; 97,000 tested, 0.46% active; S1P2-expressing cell line, agonist reporter read-out; in the data active = activation above about 16%;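 note: 0% = vehicle low control and 100% = maximal reference agonist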
Target sequence (O95136 whole entry, looked up): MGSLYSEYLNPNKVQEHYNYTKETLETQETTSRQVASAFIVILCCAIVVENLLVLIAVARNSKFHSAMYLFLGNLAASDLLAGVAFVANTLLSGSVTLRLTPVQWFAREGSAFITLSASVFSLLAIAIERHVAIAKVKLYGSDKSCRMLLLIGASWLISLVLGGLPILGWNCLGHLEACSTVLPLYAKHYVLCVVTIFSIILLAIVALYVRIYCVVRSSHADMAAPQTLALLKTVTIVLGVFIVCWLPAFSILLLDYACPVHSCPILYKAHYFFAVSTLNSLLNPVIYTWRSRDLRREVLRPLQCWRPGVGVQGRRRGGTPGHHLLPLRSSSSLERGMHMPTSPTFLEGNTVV
LYP act: LYP phosphatase activators, primary screen, biochemical, DiFMUP fluorescence, 2 µM; Tyrosine-protein phosphatase non-receptor type 22 (Homo sapiens), Q9Y2R2; recombinant LYP; 0 = plate median, 100 = signal doubled; activation, % at 2 µM; 96,000 tested, 0.11% active;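 active = activation at 2 µM above a set limit, the mean plus 5 SD, cut at about 37% in these data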
sEH inh: soluble epoxide hydrolase inhibitors, primary screen, biochemical, human sEH; Bifunctional epoxide hydrolase 2 (Homo sapiens), P34913; recombinant human sEH enzymatic activity assay; inhibition, % at 2 µM; 91,000 tested, 0.34% active; in the data active = inhibition above about 80%; note: values of inactives mirror those of a sister screen read the other way; many of its hits are not listed in these tables
S1P2 antag: human S1P2 receptor antagonists, primary screen, cell-based; cell-based S1P2 antagonist assay, inhibition at 5 uM; inhibition, % at 5 µM; 97,000 tested, 0.21% active; in the data active = inhibition above about 45%;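 note: CRE beta-lactamase reporter cells expressing human S1P2 stimulated with S1P; 0% = agonist at EC80 alone and 100% = agonist plus reference antagonist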
HUVEC inhibit: inhibitors of HUVEC proliferation, primary screen, cell-based, 384-well; CellTiter-Glo luminescence, 72 h; active compounds read low; viability, % at 10 µM (by protocol); 86,000 tested, 1.1% active; AID 648, 2007;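 active = viability at or below 30%; inactive = viability above 30%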;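 note: 100% = median luminescence of DMSO-only cell control wells on each plate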
The depositor's hits bear a star; nt = not tested or not shown. Some of the compounds tested; rates above refer to the full screens.

SMILES	H69AR growth 86K	PostGolgi ctrl	sEH act	Lung fibro prol	S1P2 ag	LYP act	sEH inh	S1P2 antag	HUVEC inhibit
COc1ccccc1CNc1ncnc2nc[nH]c12	93	8	nt	100	nt	nt	nt	nt	98
O=C(NCc1cccnc1)c1cc(S(=O)(=O)N2CCCCC2)ccc1Cl	91	5	-16	105	-9	8	14	-15	104
O=C1Nc2ccc(NS(=O)(=O)c3cccs3)c3cccc1c23	90	-5	2	96	-8	4	-2	18	77
CCOc1ccc(S(=O)(=O)NCCC(=O)NCc2ccco2)cc1	nt	20	4	nt	-5	7	-2	-2	nt
CCOc1nc(C)ccc1-c1noc(C)n1	92	5	-5	107	-6	-4	4	4	96
CCCn1c(N)c(N2CCCCC2)c(=O)n(CC(=O)Nc2ccc(OC(F)(F)F)cc2)c1=O	86	1	9	94	-5	0	-5	-4	85
COc1ccc(-c2nnc(SC)n2C)cc1	91	2	2	100	-10	4	-5	-6	90
COc1cc(C2NC(=O)NC(O)(C(F)(F)F)C2C(C)=O)cc(OC)c1OC (configuration not stated)	95	24	6	96	-4	4	-6	-24	90
Cc1ccc(N2CC(C(=O)Nc3ccccc3C(=O)NC3CCCCC3)CC2=O)cc1C (configuration not stated)	80	nt	8	104	-3	-12	-7	11	79
CC(=O)Nc1nnc(SCc2ccc(F)cc2)s1	101	-1	4	96	-2	6	-5	15	105
CC(=O)N1CCN(C(=S)c2ccc(-c3ccc(Cl)cc3)o2)CC1	nt	27	8	nt	-5	-12	-8	-9	nt
CCC(=O)NC1=C(C#N)C2(CCCC2)Cc2ccccc21	97	7	nt	91	nt	nt	nt	nt	98
Cc1cc(N/C(=N\S(=O)(=O)c2ccc(F)cc2F)c2ccccc2)no1	nt	6	-10	nt	-5	-10	12	14	nt
Cn1nc(C(=O)N2CCOCC2)c2ccccc2c1=O	nt	nt	-13	nt	-3	4	16	-4	nt
CCOC(=O)CSc1nnc(Cn2nnc(-c3ccccc3)n2)n1CC	100	18	-13	94	-6	11	12	6	100
Cc1nc2ncnn2c(N2CCC(C(=O)NC3CCCC3)CC2)c1Cc1ccccc1	54	30	-4	94	-9	-11	3	-10	87
CCc1ccc(NC(=O)C(C)Oc2nnc(-c3cccs3)c(-c3cccs3)n2)cc1 (configuration not stated)	53	2	-12	101	-7	-9	12	6	92
O=c1oc(-c2ccccc2[N+](=O)[O-])nc2ccccc12	nt	3	-15	nt	-8	9	17	-14	nt
COc1ccc(OC)c(Nc2nc3nonc3nc2N2CCCCC2)c1	nt	-7	3	nt	-7	-10	0	4	nt
COCCN(C(=O)C1CCC1)c1nnc(-c2cccnc2)s1	93	-3	-4	105	3	-3	6	-20	98
COc1ccc(C(C)(C)C)cc1NC(=O)c1ccoc1C	100	22	-7	99	-1	2	5	-8	115
Cc1ccc(-n2ncc3c2ncn2nc(-c4ccco4)nc32)c(C)c1	79	10	25	98	12	2	-25	14	104
O=C(Nc1cccc(NC(=O)c2cccnc2Cl)c1)c1ccco1	81	nt	2	88	0	-9	1	-9	76
Cc1ccc(/C=C/C(=O)N2CC(C)CC(C)C2)o1 (configuration not stated)	nt	17	-2	nt	-5	-13	7	-7	nt
COC(=O)c1cc(=O)n(Cc2ccc3c(c2)OCO3)c(=Nc2ccccc2)s1	12*	3	nt	89	nt	nt	nt	nt	54
CCOC(=O)c1c(C)n(C)c2ccc(O)c(CN3CCN(C)CC3)c12	90	-7	nt	96	-5	4	nt	3	98
COCC(C)n1c(C)cc(C(=O)COC(=O)c2ccc(N3CCCC3=O)cc2)c1C (configuration not stated)	84	8	5	106	-8	8	-3	9	113
NC(=O)c1ccc(NS(=O)(=O)c2ccccc2F)cc1	106	0	nt	101	nt	nt	nt	nt	90
CC1CCCCN1C(=O)CSc1nnc(-c2cccnc2)n1C1CCCCC1 (configuration not stated)	93	0	2	102	-2	-1	-2	-21	93
COc1ccc(-n2c(C)nc3cc(C(=O)O)ccc32)cc1	88	-5	10	99	-4	-1	-13	-2	89
COc1cc(/C=C2/SC(=O)N(Cc3ccccc3Cl)C2=O)ccc1OCc1ccncc1	nt	11	11	nt	-5	-17	-13	5	nt
CC1(C)C(c2ccccn2)=[N+]([O-])C(C)(C)N1O	92	6	3	96	-9	1	-5	8	98
CCn1c2ccccc2c2cc(/C=N/NC(=O)c3ccccc3)ccc21	nt	28	-28	nt	-4	10	29	4	nt
Cc1n[nH]c(C)c1C(=O)CC1(O)C(=O)N(CCc2ccccc2)c2ccc(Br)cc21 (configuration not stated)	74	5	5	101	-5	-12	-6	18	87
O=C(CCN1CCCCC1c1cccnc1)NCc1ccccc1 (configuration not stated)	81	-7	0	107	-4	1	2	-22	100
CC(=O)Nc1ccc2nc(C3CCCCC3)[nH]c2c1	nt	7	-6	nt	-3	8	6	0	nt
CCn1cc(C(=O)NCc2ccco2)c(=O)c2cc(S(=O)(=O)N3CCc4ccccc4C3)ccc21	75	-17	9	79	-5	-15	-7	-20	49
Cc1ccc(-n2ncc3c(NCCCOC(C)C)ncnc32)c(C)c1	37*	3	nt	98	-7	4	nt	17	97
C=CCn1c(SCc2ccc(OC)cc2)nnc1-c1cccnc1	102	-2	2	106	-6	33	-4	-1	104
COc1ccc2nc(N3CCCC(C(=O)NCCCN4CCN(C)CC4)C3)sc2c1 (configuration not stated)	nt	5	-19	nt	-2	4	18	2	nt
O=C(Oc1ccccc1)c1ccc(-n2cnnn2)cc1	104	-9	-10	100	-3	6	9	0	102
Cc1cc(NC(=O)CCC(=O)N(CCC(C)C)CC(=O)NCC2CCCO2)no1 (configuration not stated)	97	38*	-20	96	-2	31	18	-7	92
CCc1nc(SCC(=O)N2CCc3cc(OC)c(OC)cc3C2)c(C#N)cc1C	nt	nt	4	nt	-2	1	-2	10	nt
Cc1nn(CC(=O)NCCc2ccc(Cl)cc2)c(C)c1[N+](=O)[O-]	nt	20	-1	nt	-3	10	4	4	nt
CCCCCNC(=O)C(C#N)c1nc2ccccc2nc1N1CCCC1 (configuration not stated)	96	4	12	102	-3	-5	-10	6	102
CCCc1cc(=O)[nH]c(SCC(=O)Nc2cc3c(cc2C(C)=O)OCO3)n1	66	6	-8	94	0	-4	12	8	91
CCCCNC(=O)CSc1nc2cc(OC)c(OC)cc2c(=O)n1Cc1ccc(OC)cc1	nt	1	10	nt	6	0	-7	13	nt
O=C(CSc1nc(C2CC2)nc2sc3c(c12)CCCC3)NCc1ccco1	71	-10	nt	102	nt	nt	nt	nt	86
Clc1ccc(-c2nc(Cc3ccccc3)no2)cc1	99	-1	2	105	-2	14	-5	-31	102
COc1ccc(-c2oc(NC(=O)c3ccc(C)cc3)c(C#N)c2-c2ccc(OC)cc2)cc1	71	7	4	87	-2	-12	-4	0	93

Further results:
SMILES	H69AR growth 86K	PostGolgi ctrl	sEH act	Lung fibro prol	S1P2 ag	LYP act	sEH inh	S1P2 antag	HUVEC inhibit
O=C(Cn1c(NCCO)nc2ccccc21)c1cccs1	90	8	-9	99	-12	-3	7	5	105
O=S(=O)(NCCc1ccccc1)c1ccc(S(=O)(=O)N2CCCCC2)cc1	100	-3	1	96	-4	-2	0	3	93
Nc1c(C(=O)NCCN2CCOCC2)c2nc3ccccc3nc2n1-c1ccccc1	36*	9	3	98	0	8	-5	-4	96
O=C(Cc1cccs1)NNC(=S)NCc1ccc(Cl)cc1	nt	23	4	nt	-5	5	-4	1	nt
Cc1ccc(S(=O)(=O)N2CCN(c3nc(C)nc4sc5c(c34)CCC(C)C5)CC2)cc1 (configuration not stated)	nt	17	12	nt	-8	8	-8	16	nt
COc1ccccc1NC(=O)C(Cc1ccc(Cl)cc1)c1nn[nH]n1 (configuration not stated)	93	18	15	96	-2	-7	-15	-27	97
Cc1cnn(C(=O)c2ccccc2Br)c1	105	5	nt	104	nt	nt	nt	nt	108
CC1=C(C(=O)Nc2ccccc2)C(c2ccncc2)C(C#N)=C(SCC(=O)Nc2ccccc2)N1 (configuration not stated)	11*	-9	14	102	-1	8	-12	-7	91
COc1ccc(S(=O)(=O)N2CCCC(C(=O)N3CCN(C)CC3)C2)cc1C (configuration not stated)	86	2	9	98	-5	0	-7	4	95
Cc1sc(Nc2ccc([N+](=O)[O-])cc2)nc1-c1c(C)n(C)n(-c2ccccc2)c1=O	nt	2	6	nt	-4	-1	-3	-4	nt
COc1ccc(OC)c(C(C)NC=O)c1 (configuration not stated)	94	39*	10	103	0	5	-8	-14	96
CN1CCN(CC(=O)n2c3c(c4ccccc42)CCCC3)CC1	83	1	3	nt	-7	-6	-4	24	88
Cc1nnc(SCC(=O)Nc2ccc(Oc3ccccc3)cc2)n1N	65	8	nt	100	nt	nt	nt	nt	90
Cc1ccccc1C(=O)OCCCN=C1NS(=O)(=O)c2ccccc21	83	nt	3	99	-3	2	2	-15	93
O=C(Nc1ccccc1C(F)(F)F)c1cc(-c2ccccc2O)on1	83	3	nt	103	nt	nt	nt	nt	108
CC(=O)c1ccc(N2CCN(C(=O)C3(S(=O)(=O)c4ccc(Cl)cc4)CC3)CC2)cc1	87	27	2	100	-4	3	-2	6	94
O=C1NCC(COCc2ccccc2)O1 (configuration not stated)	99	22	nt	96	nt	nt	nt	nt	96
COC(=O)c1ccc(OCCOc2ccccc2)cc1	105	0	-9	108	0	-2	10	-5	108
COCCn1c(C)cc(C(=O)CSc2n[nH]c(N)n2)c1C	94	0	-4	103	-1	-4	6	9	102
CCOC(=O)c1c(NS(=O)(=O)c2ccc(Br)cc2)sc2c1CCC2	76	nt	-1	96	-4	-12	6	9	67
O=C(Nc1ccccc1Cl)NC1(C(=O)N2CCCCC2)CCCCC1	95	nt	5	96	-4	-3	-2	-8	96
Cn1c(=O)c2c(n(Cc3ccccc3)c1=O)NC(=O)C2CC(=O)NCc1cccc(Cl)c1 (configuration not stated)	95	-4	10	99	-1	-13	-12	15	86
O=C(NNS(=O)(=O)c1ccc(Br)cc1)c1ccncc1	nt	-2	1	nt	-7	1	3	10	nt
CCN(CC)CCCC1(CN)OCCc2ccccc21 (configuration not stated)	nt	1	-7	nt	-3	5	9	-20	nt
CCCNc1cc(C)c(C#N)c2nc3ccccc3n12	37*	nt	-2	107	1	3	6	-28	91
C=CCOc1cccc(/C=N/NC(=O)C(=O)NCc2ccco2)c1	nt	-1	8	nt	-6	-8	-7	11	nt
C/C(=N\OC(=O)NC(C)C)c1sc(-c2ccc(Cl)cc2)nc1C	nt	36*	14	nt	-2	3	-17	-8	nt
Cc1cc2ncn(-c3ncnc4sc5c(c34)CCCC5)c2cc1C	82	39*	-4	98	-4	-8	3	9	101
CC(C(=O)Nc1ncn[nH]1)N1C(=O)c2ccccc2C1=O (configuration not stated)	98	nt	-7	92	-5	4	7	-4	89
COn1c(SCC(=O)N(C)C)nc2ccccc2c1=O	102	-5	3	109	-6	32	-5	6	99
O=c1cc(-c2ccccc2)nc2nc(CCc3ccccc3)[nH]n12	87	3	-9	97	-4	-8	10	-3	81
